FLuc inhib CS – Photinus pyralis luciferase inhibition counter-screen | P08659 | 200,000 tested, 1.5% active | AID 1006 | ATPLite firefly luciferase biochemical luminescence, 10 min | inhibition, % at 10 µM;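 active = inhibition above about 50% when tested at 10 µM, limit read from the data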
TNAP inh noacc – inhibitors of human TNAP without phosphate acceptor | P05186 | purified TNAP, CDP-star luminescence, 30 min | inhibition, % at 20 µM | 200,000 tested, 0.26% active;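 active = tissue-nonspecific alkaline phosphatase inhibition above about 50% at 20 µM in the single-dose screen, limit read from the data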;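 note: 0% = DMSO negative control and 100% = EDTA positive control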
Target sequence (P05186 whole entry, looked up): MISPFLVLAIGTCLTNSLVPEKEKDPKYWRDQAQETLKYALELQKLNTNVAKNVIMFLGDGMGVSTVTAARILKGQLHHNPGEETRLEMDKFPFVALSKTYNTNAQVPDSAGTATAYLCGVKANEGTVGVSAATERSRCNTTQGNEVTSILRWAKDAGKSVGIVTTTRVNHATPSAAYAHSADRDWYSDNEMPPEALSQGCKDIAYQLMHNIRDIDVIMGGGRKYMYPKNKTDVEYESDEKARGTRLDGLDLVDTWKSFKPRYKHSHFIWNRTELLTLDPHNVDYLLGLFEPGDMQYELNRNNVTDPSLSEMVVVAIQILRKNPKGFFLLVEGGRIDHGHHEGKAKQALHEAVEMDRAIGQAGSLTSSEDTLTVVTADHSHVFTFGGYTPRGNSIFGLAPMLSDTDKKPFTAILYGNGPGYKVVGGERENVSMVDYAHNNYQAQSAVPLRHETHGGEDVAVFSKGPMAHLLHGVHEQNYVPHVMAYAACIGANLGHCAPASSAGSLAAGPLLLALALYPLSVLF
TNAP inh hi DEA – inhibitors of human TNAP at high phosphate acceptor concentration; purified TNAP, CDP-star luminescence, 1 M DEA; 200,000 tested, 0.03% active; P05186; inhibition, % at 20 µM;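 active = over 50% inhibition of tissue-nonspecific alkaline phosphatase at 20 µM in the single-dose screen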;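 note: plate controls were DMSO wells for no effect and EDTA-quenched wells as full inhibition for full effect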
FLuc act counter – firefly luciferase counter-screen for stimulation assays | P08659 | ATPlite luciferase biochemical, luminescence, 10 min; 0 = ATP-free wells, 1 = DMSO control | activation factor at 10 µM | 200,000 tested, under 10 active | AID 1027;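 active = luciferase activation factor, scaled between plate controls, of at least 2 with compound at 10 µM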
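Assay system: Luciferase/luciferin detection reagent, cell-free biochemical luciferase assay / Read-out: luciferase activation / Benchmarks: No-ATP low control, compound-free enzyme-plus-ATP high control / Medium: PBS buffer for ATP / Detection: luminescence measurement of luciferase light output / Schedule: 10 min at ambient temperature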
APP 5'UTR act – activates APP 5'UTR luciferase reporter | SH-SY5Y APP 5'UTR luciferase reporter, luminescence; zero percent = DMSO vehicle wells | activation, % at 2 µM | 190,000 tested, 1% active;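 active = activation above a set limit, based on mean plus 3 SD of controls, cut at about 140% in these data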; note: values of inactives mirror those of a sister screen read the other way
bIAP act – increases bovine intestinal alkaline phosphatase activity; activation factor at 20 µM; 200,000 tested, 0.17% active; purified bovine IAP, CDP-star luminescence, 30 min; hits give high values; fold of DMSO-control signal, blank-subtracted;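 active = activation factor of 2 or more at 20 µM, a signal rise over negative controls twice the positive control's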
PMI act hi M6P – activators of human phosphomannose isomerase at near-saturating mannose 6-phosphate; coupled PMI enzyme assay, resazurin fluorescence, 20 min; hits give high values; 1 = untreated enzyme, 0 = substrate-free blank; 190,000 tested, 0.34% active; activation factor at 20 µM;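 active = activation factor of 2 or more at 20 µM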
Target sequence (P34949 whole entry, looked up): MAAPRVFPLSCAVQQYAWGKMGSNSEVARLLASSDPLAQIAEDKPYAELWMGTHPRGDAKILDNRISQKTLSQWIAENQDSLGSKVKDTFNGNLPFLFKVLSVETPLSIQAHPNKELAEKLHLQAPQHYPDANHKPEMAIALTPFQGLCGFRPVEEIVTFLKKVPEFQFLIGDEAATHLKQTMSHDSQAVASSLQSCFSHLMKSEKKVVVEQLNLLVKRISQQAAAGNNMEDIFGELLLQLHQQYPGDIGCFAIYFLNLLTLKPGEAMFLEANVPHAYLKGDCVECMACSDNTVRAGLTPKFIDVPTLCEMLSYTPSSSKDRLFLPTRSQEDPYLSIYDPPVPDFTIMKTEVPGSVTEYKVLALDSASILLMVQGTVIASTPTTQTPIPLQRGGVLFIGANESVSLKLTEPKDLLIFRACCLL
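Material: human phosphomannose isomerase with PGI, G6PDH, diaphorase coupling enzymes. Quantity: 15 ng/mL PMI. Medium: HEPES pH 7.4 buffer with MgCl2 and Tween-20. Reagent: Near-saturating mannose-6-phosphate, 1.0 mM. Compound: 20 µM single dose. Times: enzyme reaction with compound 20 min at room temperature. Detection: resorufin fluorescence at Ex 544/Em 590 nm.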
NF-kB expr up – NF-kB expression increase, human neuronal cells; NF-kB reporter expression; hits give high values; fold change at 12.5 µM; 190,000 tested, 1.6% active; AID 1239; in the data active = fold change above about 3.3
TNAP act hi DEA – TNAP (human) activation, high acceptor; P05186; purified TNAP, CDP-star luminescence, 1 M DEA, 30 min; hits give high values; 0 = EDTA background, 1 = DMSO-only activity; activation factor at 20 µM; 200,000 tested, under 10 active;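 active = activation factor at least 2 at 20 µM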
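Test system – human TNAP · Doses – 20 µM single point · Incubation – 30 min, room temperature · Signal – luminescent substrate turnover signal · Read-out basis – activation factor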
PMI activator – increases human mannose-6-phosphate isomerase activity. P34949. purified human PMI, coupled resazurin fluorescence, 20 min; hits give high values; 1 = vehicle control, 0 substrate-free wells. activation factor at 20 µM. 190,000 tested, 0.005% active;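 active = activation factor of 2 or more at 20 µM, relative to plate controls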
An asterisk follows results filed as active.

Screening COc1ccc(-c2[nH]ncc2CN(C)Cc2ccccn2)c(OC)c1 returned FLuc inhib CS 1, TNAP inh noacc 12, TNAP inh hi DEA -1, FLuc act counter 1, APP 5'UTR act 14, bIAP act 1.1, PMI act hi M6P 0.8, NF-kB expr up 0.96, TNAP act hi DEA 1 and PMI activator 1.
`CN(C)c1ccc(-c2nn3c(-c4ccc(Cl)cc4Cl)nnc3s2)cc1` gave FLuc inhib CS -6, TNAP inh noacc -17, TNAP inh hi DEA -4, FLuc act counter 1.1, APP 5'UTR act -40, bIAP act 1.2, PMI act hi M6P 1.2, NF-kB expr up 1.2, TNAP act hi DEA 1 and PMI activator 1.1.
`O=C(NC(=S)N1CCCc2ccccc21)c1ccco1` gave FLuc inhib CS -2, TNAP inh noacc -3, TNAP inh hi DEA -1, FLuc act counter 1, APP 5'UTR act 29, bIAP act 1, PMI act hi M6P 0.9, NF-kB expr up 0.69, TNAP act hi DEA 1 and PMI activator 0.8.
Screening CCOc1ccc(C(Nc2ccc(C)cc2)P2(=O)OCC(C)(C)CO2)cc1 (stereo not given) returned FLuc inhib CS -6, TNAP inh noacc -15, TNAP inh hi DEA -8, FLuc act counter 1.1, APP 5'UTR act 4, bIAP act 1, PMI act hi M6P 1, NF-kB expr up 0.97, TNAP act hi DEA 1.1 and PMI activator 1.
Screening CCCNC(=O)N[C@@H](CCSC)C(=O)OC returned FLuc inhib CS -5, TNAP inh noacc 0, TNAP inh hi DEA -2, FLuc act counter 1, APP 5'UTR act 16, bIAP act 1, PMI act hi M6P 1, NF-kB expr up 1.2, TNAP act hi DEA 1 and PMI activator 1.
Cc1ccc(CSc2nnnn2C)cc1 was read as FLuc inhib CS -3, TNAP inh noacc -12, TNAP inh hi DEA -4, FLuc act counter 1, APP 5'UTR act 3, bIAP act 0.9, PMI act hi M6P 1, NF-kB expr up 1.1, TNAP act hi DEA 1 and PMI activator 1.1.
For O=C(CS(=O)c1ccc(C(F)(F)F)cc1[N+](=O)[O-])Oc1ccccc1 (stereo not given) the results were FLuc inhib CS -3, TNAP inh noacc -13, TNAP inh hi DEA -3, FLuc act counter 1, APP 5'UTR act 3, bIAP act 1, PMI act hi M6P 1.1, NF-kB expr up 1.3, TNAP act hi DEA 1 and PMI activator 1.
For COc1ccc(NC(=O)c2nc[nH]c2C(=O)Nc2ccccc2C)cc1 the results were FLuc inhib CS -4, TNAP inh noacc -14, TNAP inh hi DEA 0, FLuc act counter 1, APP 5'UTR act 5, bIAP act 1.1, PMI act hi M6P 0.9, NF-kB expr up 1.4, TNAP act hi DEA 1 and PMI activator 0.9.
For CC1CCCC(n2cnc3cc(C(=O)O)ccc32)C1C (stereo not given) the results were FLuc inhib CS -1, TNAP inh noacc -16, TNAP inh hi DEA -2, FLuc act counter 1, APP 5'UTR act -10, bIAP act 0.9, PMI act hi M6P 1, NF-kB expr up 1, TNAP act hi DEA 1 and PMI activator 1.
CCN1CCN(c2cc(C)c3cc(NC(=S)NCCCN4CCc5ccccc5C4)ccc3n2)CC1 was read as FLuc inhib CS -6, TNAP inh noacc -29, TNAP inh hi DEA -4, FLuc act counter 1.1, APP 5'UTR act 7, bIAP act 1.2, PMI act hi M6P 0.7, NF-kB expr up 0.64, TNAP act hi DEA 1 and PMI activator 0.9.
For COc1ccc(-n2c3c(cc(C(=O)N4CCN(CCO)CC4)c2=O)C(=O)CC(C)(C)C3)cc1 the results were FLuc inhib CS -5, TNAP inh noacc -9, TNAP inh hi DEA -2, FLuc act counter 1, APP 5'UTR act -5, bIAP act 1, PMI act hi M6P 1, NF-kB expr up 0.99, TNAP act hi DEA 1 and PMI activator 0.9.
Screening Cc1cccc(Cc2cnc(NC(=O)C3=NCCN3)s2)c1 returned FLuc inhib CS -1, TNAP inh noacc -32, TNAP inh hi DEA -3, FLuc act counter 1, APP 5'UTR act -19, bIAP act 1.3, PMI act hi M6P 1, NF-kB expr up 0.96, TNAP act hi DEA 1 and PMI activator 1.
`Cc1ccc2nc(NC(=O)c3ccc4ncsc4c3)sc2c1` gave FLuc inhib CS 41, TNAP inh noacc 1, TNAP inh hi DEA -4, FLuc act counter 0.6, APP 5'UTR act 172*, bIAP act 0.8, PMI act hi M6P 1.1, NF-kB expr up 4.1*, TNAP act hi DEA 1 and PMI activator 1.
For COC(=O)c1ccc(N=NNc2ccccc2)cc1 the results were FLuc inhib CS 15, TNAP inh noacc 0, TNAP inh hi DEA 7, FLuc act counter 0.9, APP 5'UTR act 63, bIAP act 1, PMI act hi M6P 1.4, NF-kB expr up 2.5, TNAP act hi DEA 0.9 and PMI activator 1.4.
Screening COc1cccc(/C=C2\SC(=O)NC2=O)c1OCc1ccc(C(=O)O)cc1 returned FLuc inhib CS -4, TNAP inh noacc -9, TNAP inh hi DEA -2, FLuc act counter 1, APP 5'UTR act 7, bIAP act 1, PMI act hi M6P 0.9, NF-kB expr up 1.1, TNAP act hi DEA 1 and PMI activator 1.
CC1CCCCN1C(=O)CSCC(=O)Nc1nc(-c2cccs2)cs1 (stereo not given) was read as FLuc inhib CS 2, TNAP inh noacc -8, TNAP inh hi DEA -1, FLuc act counter 1, APP 5'UTR act 18, bIAP act 0.9, PMI act hi M6P 0.9, NF-kB expr up 1.3, TNAP act hi DEA 1 and PMI activator 0.9.
For COC(=O)Cc1c(C)nc2nc(-c3ccco3)[nH]n2c1=O the results were FLuc inhib CS -2, TNAP inh noacc -8, TNAP inh hi DEA -3, FLuc act counter 1, APP 5'UTR act 13, bIAP act 1, PMI act hi M6P 1.4, NF-kB expr up 1.1, TNAP act hi DEA 1 and PMI activator 1.3.
CC(NC(=O)CCCn1cc([N+](=O)[O-])cn1)c1ccccc1 (stereo not given) was read as FLuc inhib CS -3, TNAP inh noacc -1, TNAP inh hi DEA 4, FLuc act counter 1, APP 5'UTR act -3, bIAP act 1, PMI act hi M6P 1, NF-kB expr up 1.6, TNAP act hi DEA 1 and PMI activator 1.
CCCCn1c(CN2CCN(C(=O)OCC)CC2)nc2c1c(=O)n(C)c(=O)n2C was read as FLuc inhib CS -2, TNAP inh noacc -9, TNAP inh hi DEA -1, FLuc act counter 1, APP 5'UTR act 0, bIAP act 1, PMI act hi M6P 1.1, NF-kB expr up 1, TNAP act hi DEA 1 and PMI activator 1.
`CCCc1cc(C(=O)NNC(=S)NCC)c2ccccc2n1` gave FLuc inhib CS -3, TNAP inh noacc -14, TNAP inh hi DEA -4, FLuc act counter 1, APP 5'UTR act 15, bIAP act 0.9, PMI act hi M6P 1, NF-kB expr up 1.1, TNAP act hi DEA 1 and PMI activator 1.
`CCN(CC)S(=O)(=O)c1ccc(Cl)c(NC(=O)COC(=O)/C=C/c2ccc(O)c(OC)c2)c1` gave FLuc inhib CS -6, TNAP inh noacc 4, TNAP inh hi DEA 2, FLuc act counter 1.1, APP 5'UTR act -10, bIAP act 0.7, PMI act hi M6P 0.8, NF-kB expr up 1.1, TNAP act hi DEA 1 and PMI activator 0.7.
Screening COCc1nc2ccccc2n1Cc1ccccc1C returned FLuc inhib CS -1, TNAP inh noacc 1, TNAP inh hi DEA 1, FLuc act counter 1, APP 5'UTR act 22, bIAP act 0.9, PMI act hi M6P 0.9, TNAP act hi DEA 1 and PMI activator 1.
For O=C(CSc1nc2ccccc2s1)Nc1ccc2c(c1)oc1ccccc12 the results were FLuc inhib CS -2, TNAP inh noacc 2, TNAP inh hi DEA -6, FLuc act counter 1, APP 5'UTR act -5, bIAP act 1.1, PMI act hi M6P 0.9, NF-kB expr up 1, TNAP act hi DEA 1.1 and PMI activator 1.
COc1cc(SC)ccc1C(=O)Nc1ccncc1 was read as FLuc inhib CS 6, TNAP inh noacc -7, TNAP inh hi DEA -4, FLuc act counter 0.9, APP 5'UTR act 6, bIAP act 1.1, PMI act hi M6P 1, NF-kB expr up 1.3, TNAP act hi DEA 1 and PMI activator 1.
Screening C=CCN(CC=C)c1cnn(-c2nc3ccccc3[nH]2)c(=O)c1Cl returned FLuc inhib CS 51*, TNAP inh noacc -1, TNAP inh hi DEA -3, FLuc act counter 0.5, APP 5'UTR act 142*, bIAP act 1.2, PMI act hi M6P 1.3, NF-kB expr up 2.8, TNAP act hi DEA 1 and PMI activator 1.2.
`O=C(NNc1nc(=O)c2cccnc2s1)c1ccccc1O` gave FLuc inhib CS 18, TNAP inh noacc -1, TNAP inh hi DEA 1, FLuc act counter 0.8, APP 5'UTR act 5, bIAP act 0.9, PMI act hi M6P 1.1, NF-kB expr up 1.1, TNAP act hi DEA 1 and PMI activator 0.9.
For C/C=C/c1ccc(OCCN2CCc3ccccc3C2)c(OC)c1 the results were FLuc inhib CS -6, TNAP inh noacc -10, TNAP inh hi DEA -6, FLuc act counter 1.1, APP 5'UTR act -6, bIAP act 1, PMI act hi M6P 1, NF-kB expr up 0.82, TNAP act hi DEA 1.1 and PMI activator 1.1.
CCOc1ccc(C(=O)Nc2nnc(C)s2)cc1OCC was read as FLuc inhib CS -2, TNAP inh noacc -13, TNAP inh hi DEA -2, FLuc act counter 1, APP 5'UTR act -8, bIAP act 0.9, PMI act hi M6P 1, NF-kB expr up 1.6, TNAP act hi DEA 1 and PMI activator 1.
Screening CC[n+]1c(/C=C2/C=C(C)CC(C)C2)sc2ccccc21 (stereo not given) returned FLuc inhib CS -5, TNAP inh noacc 3, TNAP inh hi DEA 1, FLuc act counter 1.1, APP 5'UTR act -9, bIAP act 1, PMI act hi M6P 1.9, NF-kB expr up 0.81, TNAP act hi DEA 1 and PMI activator 1.4.
For Cc1cccc(OCCCC(=O)Nc2ccc(S(=O)(=O)N3CCCC3)cc2)c1 the results were FLuc inhib CS 1, TNAP inh noacc -10, TNAP inh hi DEA 5, FLuc act counter 1, APP 5'UTR act -29, bIAP act 0.8, PMI act hi M6P 1, NF-kB expr up 0.59, TNAP act hi DEA 0.9 and PMI activator 0.9.
CS(=O)(=O)c1nc(-c2ccccc2)cc(-c2ccccc2)c1C#N was read as FLuc inhib CS -8, TNAP inh noacc -8, TNAP inh hi DEA -9, FLuc act counter 1.1, APP 5'UTR act -10, bIAP act 0.9, PMI act hi M6P 0.9, NF-kB expr up 2.3, TNAP act hi DEA 1.1 and PMI activator 0.9.

Three records picked at random from the list so far:
CC(NC(=O)CCCn1cc([N+](=O)[O-])cn1)c1ccccc1 (stereo not given) was read as FLuc inhib CS -3, TNAP inh noacc -1, TNAP inh hi DEA 4, FLuc act counter 1, APP 5'UTR act -3, bIAP act 1, PMI act hi M6P 1, NF-kB expr up 1.6, TNAP act hi DEA 1 and PMI activator 1.
CS(=O)(=O)c1nc(-c2ccccc2)cc(-c2ccccc2)c1C#N was read as FLuc inhib CS -8, TNAP inh noacc -8, TNAP inh hi DEA -9, FLuc act counter 1.1, APP 5'UTR act -10, bIAP act 0.9, PMI act hi M6P 0.9, NF-kB expr up 2.3, TNAP act hi DEA 1.1 and PMI activator 0.9.
CCCCn1c(CN2CCN(C(=O)OCC)CC2)nc2c1c(=O)n(C)c(=O)n2C was read as FLuc inhib CS -2, TNAP inh noacc -9, TNAP inh hi DEA -1, FLuc act counter 1, APP 5'UTR act 0, bIAP act 1, PMI act hi M6P 1.1, NF-kB expr up 1, TNAP act hi DEA 1 and PMI activator 1.

Screening results: PubChem, several laboratories
